RGS4-Gao reg – modulates binding of RGS4 to human Galphao | P09471 | Multiplexed bead flow cytometry; actives lie on both sides | binding response (% of control), % at 10 µM | 0.33% of 220,000 active | AID 1415; in the data active means binding response below about 49% or above about 150%; inactive means in between;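 further: fluorescent Galphao activated with aluminum fluoride binding bead-coupled RGS4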
Bcl-B Bim block – inhibitors of Bim-Bcl-B interaction, human; Q9HD36; inhibition, % at 10 µM; AID 951; bead-based flow cytometry, Bim peptide-Bcl-B binding; 0.073% of 190,000 active;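 further: 0% = tracer peptide without compound and 100% = reference inhibitor peptide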
Target sequence (Q9HD36 whole entry, looked up): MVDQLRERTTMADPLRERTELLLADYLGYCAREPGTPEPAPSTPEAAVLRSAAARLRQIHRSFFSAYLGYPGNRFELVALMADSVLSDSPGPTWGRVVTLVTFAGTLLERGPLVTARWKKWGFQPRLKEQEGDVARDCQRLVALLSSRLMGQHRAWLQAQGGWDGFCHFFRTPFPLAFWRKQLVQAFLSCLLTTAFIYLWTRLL
GSH fluor – GSH bead compound fluorescence profile | 0.25% of 190,000 active | AID 1776 | GSH beads flow cytometry, compound fluorescence 488/530 nm; stronger effect = higher value | fluorescence (KMESF) at 10 µM; in the data active means fluorescence above about 89;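 further: glutathione beads carrying GST-tagged Bcl family fusion proteins plus one bare bead set; values are compound well signal with DMSO vehicle wells as background; inactives centre near 16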
ABCB1 block – blocks JC-1 efflux by human ABCB1 transporter. P08183. CCRF-Adr cells, flow cytometry. inhibition, % at 6.6 µM. 0.067% of 190,000 active. AID 1326; in the data active means inhibition above about 40%;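 further: 0% = vehicle and 100% = reference inhibitor; higher value means more JC-1 retained so stronger ABCB1 efflux block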
RGS7-Gao – human RGS7-Galphao interaction regulation. P09471. Multiplexed bead flow cytometry, RGS7-Galphao binding; actives lie on both sides. binding response (% of control), % at 10 µM. 0.35% of 220,000 active. AID 1439; in the data active means binding response below about 49% or above about 150%; inconclusive means no clear call, values can overlap the other calls; inactive means in between;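 further: fluorescent Galphao held in activated GDP-AlF4 state binding bead-coupled RGS7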
Bcl-2 Bim block – human Bim-Bcl-2 interaction inhibition; Bead-based flow cytometry, Bim peptide-Bcl-2 binding; inhibition, % at 10 µM; 0.06% of 190,000 active; in the data active means inhibition above about 40%; inconclusive means no clear call, values can overlap the other calls;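 further: 0% = no compound wells with probe peptide and 100% = reference peptide inhibitor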
Target sequence (P10415 whole entry, looked up): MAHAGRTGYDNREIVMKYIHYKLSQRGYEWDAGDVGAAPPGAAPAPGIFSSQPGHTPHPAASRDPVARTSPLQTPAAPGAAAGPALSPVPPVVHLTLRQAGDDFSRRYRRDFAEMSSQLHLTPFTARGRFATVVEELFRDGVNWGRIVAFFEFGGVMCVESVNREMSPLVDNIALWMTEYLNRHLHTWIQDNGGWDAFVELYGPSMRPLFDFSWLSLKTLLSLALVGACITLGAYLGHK
Bim-Bcl-W – disrupts Bim peptide binding to human Bcl-W | AID 952 | inhibition, % at 10 µM | 0.02% of 190,000 active | Q92843 | bead-based flow cytometry;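 further: 0% = bound tracer without compound and 100% = peptide blocker; higher means less fluorescent Bim peptide bound to Bcl-W beads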
Target sequence (Q92843 whole entry, looked up): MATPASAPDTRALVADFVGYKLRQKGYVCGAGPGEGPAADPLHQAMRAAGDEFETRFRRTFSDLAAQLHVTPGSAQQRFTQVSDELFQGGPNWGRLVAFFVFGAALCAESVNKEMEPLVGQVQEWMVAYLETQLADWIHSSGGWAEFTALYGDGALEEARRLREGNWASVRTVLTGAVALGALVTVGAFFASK
Bcl-XL Bim block – inhibitors of Bim-Bcl-XL interaction, human | Q07817 | Bim peptide-Bcl-XL binding, bead flow cytometry, fluorescence | inhibition, % at 10 µM | 0.04% of 190,000 active | AID 1007
Target sequence (Q07817 whole entry, looked up): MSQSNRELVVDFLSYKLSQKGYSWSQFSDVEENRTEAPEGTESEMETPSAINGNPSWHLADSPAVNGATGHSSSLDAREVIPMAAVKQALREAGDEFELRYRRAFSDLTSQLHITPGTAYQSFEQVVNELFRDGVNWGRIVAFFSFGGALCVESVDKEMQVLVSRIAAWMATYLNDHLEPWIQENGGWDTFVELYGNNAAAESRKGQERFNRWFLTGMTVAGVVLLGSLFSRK
ABCG2 block – human ABCG2 inhibition, ABCB1 as counter-screen; inhibition, % at 6.6 µM; 0.1% of 190,000 active; Q9UNQ0; IgMXP3 cells, JC-1 efflux, flow cytometry;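 active means inhibition above 80%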;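 further: 0% = DMSO and 100% = nicardipine control wells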
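test system = two drug-resistant human cell lines, ABCG2 and ABCB1 | amount = 3 million cells/mL final, two lines in 1:1 ratio | reagent = JC-1 transporter substrate | doses = one concentration, 6.6 µM final | incubation = 10 min at 25 °C | signal = flow cytometric JC-1 green MFI at 530 nm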
RGS8-Gao reg – human RGS8-Galphao interaction regulation | AID 1423 | response (percent of control binding), % at 10 µM | P09471 | multiplexed bead flow cytometry, RGS8-Galphao binding; actives lie on both sides | 0.34% of 220,000 active; in the data active means response below about 60% or above about 140%; inactive means in between;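 further: Galphao activated as the GDP aluminium fluoride complex binding bead-coupled RGS8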
Bim-Bfl-1 – human Bim-Bfl-1 interaction inhibition; Q16548; Bead-based flow cytometry, Bim-Bfl-1 binding inhibition; inhibition, % at 10 µM; 0.12% of 190,000 active;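 further: 0% = wells without compound plus tracer and 100% = blocker peptide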
* = called active by the depositor; u = inconclusive; x = no result given. Unless noted, no stated cut-off is given here; in the data, active means inhibition above about 40%. Rows were taken by chance; 1.1% or so of the library scored in one or more.

The line under a structure holds: RGS4-Gao reg | Bcl-B Bim block | GSH fluor | ABCB1 block | RGS7-Gao | Bcl-2 Bim block | Bim-Bcl-W | Bcl-XL Bim block | ABCG2 block | RGS8-Gao reg | Bim-Bfl-1
CCOc1cc(/C=N/NC(=O)CN2CCCCC2)ccc1OCc1cccc(Cl)c1
→ 100 | -3 | 8 | 0.9 | 102 | 0 | -3 | -5 | 7 | 120 | 4
O=C(c1ccc(S(=O)(=O)Cc2ccccc2Cl)c([N+](=O)[O-])c1)N1CCN(c2ccccn2)CC1
→ 104 | -33 | 6 | 4.9 | 100 | 1 | 2 | 0 | 8 | 98 | 8
O=C(Cc1ccccc1)NNC1CC(=O)N(c2ccc(Cl)cc2)C1=O (configuration not stated)
→ 99 | 0 | 17 | 0.1 | 102 | 0 | 0 | 0 | 1 | 102 | -3
COc1cccc(C2CC(c3ccc(C)cc3)n3ncnc3N2)c1 (configuration not stated)
→ 101 | -5 | 19 | 0.6 | 98 | -2 | 0 | -5 | 3 | 102 | -11
CCC(=O)Nc1sc(C(=O)OC)c(C)c1C(=O)OC
→ 105 | -7 | 15 | 0.3 | 110 | 0 | -2 | -3 | 2 | 101 | 4
CC(=O)c1cccc(NC(=O)N2CCCC2C(=O)Nc2ccc3c(c2)OCO3)c1 (configuration not stated)
→ 98 | -2 | 17 | 0.6 | 99 | -1 | -2 | -3 | 2 | 101 | -3
CCCC1C(c2ccc(OC)cc2)C(C#N)(C#N)C2(C#N)CC1(N)NC2=O (configuration not stated)
→ 107 | 4 | 12 | 0.3 | 107 | 1 | 2 | 3 | 2 | 102 | -1
Cc1ccc(C)c(NC(=S)Nc2ccc(S(=O)(=O)Nc3ncccn3)cc2)c1
→ 98 | 0 | 7 | -0.2 | 91 | 0 | 0 | 0 | -1 | 81 | 0
CC(=O)Nc1ccc(SCC(=O)Nc2ccccc2-c2ccccc2)cc1
→ 102 | -8 | 16 | 0.6 | 98 | -11 | -7 | -7 | 17 | 101 | -7
COC(=O)c1[nH]c2ccc(Br)cc2c1NC(=O)CN1CCN(C2CCCCC2)CC1
→ 102 | -5 | 24 | 2.0 | 105 | -2 | 0 | -4 | 3 | 100 | -6
COc1ccc(NC(=O)c2ccc(Cn3cc(Cl)cn3)cc2)cc1
→ 99 | -1 | 11 | 0.1 | 105 | -3 | -3 | 0 | 8 | 100 | -5
CC(C)(C)n1nnnc1C(c1ccc(C(F)(F)F)cc1)N(Cc1ccc(F)cc1)Cc1ccco1 (configuration not stated)
→ 100 | -5 | 17 | 0.6 | 102 | 11 | -2 | -8 | 1 | 100 | 0
Cn1c(/C=N/c2nc3ccccc3[nH]2)nc2ccccc21
→ 88 | -2 | 15 | 0.1 | 86 | -5 | -4 | -3 | 1 | 96 | -2
COc1ccc(CN2CCn3ncc(C(=O)Nc4ccc(Cl)cc4Cl)c3C2=O)cc1
→ 89 | 8 | 28 | 0.2 | 90 | 5 | 5 | 10 | 17 | 77 | 12
COc1cccc(C(=O)Oc2cccc(N3C(=O)C4C5CC(C(Br)C5Br)C4C3=O)c2)c1 (configuration not stated)
→ 103 | -24 | 9 | 0.0 | 102 | -1 | 0 | -5 | 0 | 99 | -2
CC(C)(C)N1CC(c2nc3ccccc3n2CCOc2ccccc2)CC1=O (configuration not stated)
→ 100 | 0 | 11 | 3.0 | 98 | -1 | -2 | 0 | 3 | 100 | -2
COc1ccc2c(c1)-c1nc(/N=C/c3cccc(OC)c3O)sc1CC2
→ 108 | 0 | 21 | 0.4 | 102 | -3 | 0 | -1 | 10 | 106 | -3
COCC(C)NC(=O)c1cc(-c2ccc(OC)c(OC)c2)on1 (configuration not stated)
→ 100 | -1 | 11 | 0.0 | 98 | -5 | -2 | 0 | 1 | 102 | -2
O=S(=O)(Nc1nccs1)c1ccc(F)cc1
→ 99 | -5 | 58 | -0.2 | 99 | -4 | 0 | -3 | 0 | 100 | -9
Fc1ccc(CSc2nc3ncccc3[nH]2)cc1
→ 97 | -4 | 18 | x | 94 | 0 | -2 | -1 | x | 91 | -7

Three compounds already listed, arranged by formula weight, low to high:
The line under a structure holds: RGS4-Gao reg | Bcl-B Bim block | GSH fluor | ABCB1 block | RGS7-Gao | Bcl-2 Bim block | Bim-Bcl-W | Bcl-XL Bim block | ABCG2 block | RGS8-Gao reg | Bim-Bfl-1
O=S(=O)(Nc1nccs1)c1ccc(F)cc1
→ 99 | -5 | 58 | -0.2 | 99 | -4 | 0 | -3 | 0 | 100 | -9
COCC(C)NC(=O)c1cc(-c2ccc(OC)c(OC)c2)on1 (configuration not stated)
→ 100 | -1 | 11 | 0.0 | 98 | -5 | -2 | 0 | 1 | 102 | -2
COc1ccc(NC(=O)c2ccc(Cn3cc(Cl)cn3)cc2)cc1
→ 99 | -1 | 11 | 0.1 | 105 | -3 | -3 | 0 | 8 | 100 | -5

(further entries)
SMILES	RGS4-Gao reg	Bcl-B Bim block	GSH fluor	ABCB1 block	RGS7-Gao	Bcl-2 Bim block	Bim-Bcl-W	Bcl-XL Bim block	ABCG2 block	RGS8-Gao reg	Bim-Bfl-1
COCCN1C(=O)C(=O)/C(=C(/O)c2cccc(OC)c2)C1c1ccncc1 (configuration not stated)	103	-10	15	0.6	102	-4	-2	-11	2	101	-11
Cc1cc(C(=O)O)ccc1-c1ccc(/C=C2\NC(=O)N(Cc3ccccc3Cl)C2=O)o1	97	1	8	-1.2	97	0	3	-1	-2	103	5
O=C(Nc1nncs1)c1cccc(S(=O)(=O)N2CCc3ccccc32)c1	95	-4	17	0.8	u	0	1	2	3	97	-1
O=C1CCCc2nc(N3CCN(C(c4ccccc4)c4ccccc4)CC3)ncc21	99	-2	17	0.3	102	0	0	-4	0	104	0
c1ccc(COc2ccccc2CNC2CCCC2)cc1	101	0	10	0.0	106	-3	1	1	-2	101	-5
CCC(Sc1ncnc2c1nnn2-c1ccc(F)cc1)C(=O)OC (configuration not stated)	108	-6	7	0.7	105	-1	4	-2	5	103	-10
Cc1n[nH]c(C)c1S(=O)(=O)N1CCCC(C(=O)N2CCN(c3ccc(Cl)cc3)CC2)C1 (configuration not stated)	102	-13	33	1.3	101	-13	-4	-8	49	102	-21
CC(=O)CSc1ncnc2sc3c(c12)CCCC3	103	-5	15	0.6	103	-5	-1	-3	2	108	-6
Cc1ccc(-c2cc(C(=O)Nc3ccc(S(=O)(=O)Nc4nc(C)cc(C)n4)cc3)c3ccccc3n2)cc1	104	-7	10	-0.1	104	-3	-1	-3	-3	106	-1
CCc1ccc(OCCCC(=O)Nc2ccc(N3CCCCC3)cc2)cc1	101	0	9	0.7	96	-2	-2	1	4	101	-1
CCc1ccc(-c2nnn(Cc3nc4ccccc4s3)n2)cc1	97	-7	29	1.4	94	-10	-2	-7	34	99	-18
Cc1cc(C)c(/C=C(\C#N)C(N)=S)c(C)c1	98	-9	10	0.0	115	-2	-1	-8	1	105	0
O=C(CCNC(=O)c1ccc([N+](=O)[O-])cc1)Nc1nccs1	102	-6	11	0.1	100	0	0	0	2	104	-3
COCCn1c(N)c(N(Cc2ccccc2)C(=O)Cc2c(Cl)cccc2Cl)c(=O)[nH]c1=O	100	-1	15	0.1	101	-1	2	4	0	100	-2
COC(=O)c1[nH]c2cc(OC)ccc2c1NC(=O)CN1CCC(C(N)=O)CC1	100	1	14	-0.1	99	-2	-2	-1	0	102	-4
COCc1cc(CN2CCCC(C(=O)c3cccc(C(F)(F)F)c3)C2)ccc1OC (configuration not stated)	110	-10	15	4.9	110	0	-3	-3	8	109	-4
Cc1ccc(-c2cc(N)n(Cc3ccc(Cl)cc3)n2)cc1	101	-7	30	1.1	99	2	1	-3	4	97	-2
Nc1ccc2nc(C3CCCCC3)[nH]c2c1	99	-7	13	0.1	109	-4	-6	-6	1	102	-7
CCC(=O)c1ccc(/C=C/c2nc3ccccc3n2C)o1	97	-7	20	0.9	97	-6	-4	-3	9	99	-2
CN1C2CCC1/C(=C\c1ccc(F)cc1)C(=O)/C2=C/c1ccc(F)cc1	100	-5	20	-0.9	98	-4	-6	-5	0	105	-1
Cc1ccc(Sc2ccc(NC(=O)c3ccc(S(C)(=O)=O)cc3Cl)cc2)cc1	114	-2	53	0.8	111	-5	0	-2	2	100	-6
NS(=O)(=O)c1cccc(NC(=O)COc2ccc([N+](=O)[O-])cc2)c1	101	-1	13	1.4	101	1	-2	0	3	102	1
c1ccc(CSc2ncn(-c3ccccc3)n2)cc1	100	-6	16	0.1	100	-4	-1	-2	1	99	-11
Cc1sc2ncn(CC(=O)Nc3ccccc3F)c(=O)c2c1-c1ccccc1	96	-6	32	1.8	95	1	0	-1	4	97	-4
Cc1ccc(S(=O)(=O)N2CCC(C(=O)N[C@H](C(=O)NC3CCS(=O)(=O)C3)C(C)C)CC2)cc1 (some centres not stated)	107	-11	34	-0.3	108	-10	-4	-16	-1	108	-11
C=CCNC(=O)CN(c1ccc(OC)cc1OC)S(C)(=O)=O	101	-7	11	-0.1	104	-6	0	-4	0	99	-6
COc1ccc(CNCCNC(=O)c2ccco2)c(OC)c1OC	110	-1	10	0.5	105	0	0	-2	1	107	-1
Cc1ccsc1/C=C(\C#N)C(=O)NCc1ccco1	104	-7	11	0.0	102	-5	-4	-6	6	104	-12
COc1ccc(OC)c(S(=O)(=O)N2CCc3ccccc32)c1	85	-7	33	1.1	87	-6	0	-3	2	91	-4
C=CCOC(=O)C1=C(C)Nc2nnnn2C1c1ccc(OC)cc1OC (configuration not stated)	100	-7	37	2.5	98	-9	0	-10	7	99	-17

High-throughput results from PubChem BioAssay.
